# Screens: PubChem, National Center for Advancing Translational Sciences (NCATS)
# p53ts 39C tox: qHTS Screen for Compounds that Selectively Target Cancer Cells with p53 Mutations: Cytotoxicity of p53ts Cells at the Nonpermissive Temperature; AID 902, 2007; 130,000 tested, 1.5% active; Potency, µM (top dose mostly 46.1 µM), for the others: at the top dose activity change, negative = cell killing, most hits filed as cytotoxic; H1299-p53A138V viability at 39C, ATP luminescence, 24 h; also: nearly all actives have a fitted effect of over 55% in size
# Peg3 imprint: qHTS Assay for Compounds that Induce Erasure of Genomic Imprints; Potency, µM (highest dose often 60.7 µM), inactives show top-dose activity change, positive = activation, hits mostly activators; mouse ES Peg3-LacZ reporter, beta-gal luminescence, 40 h; 110,000 tested, 0.02% active;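 also: 0% = negative control wells on the plate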
#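 Gelatin-coated wells received 300 freshly trypsinized female ES cells with a Peg3LacZ-Neo reporter on the maternal allele, then incubated 40 hours at 37C. BetaGlo was added for 5 minutes at room temperature before a single luminescence read.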
# p53ts 32C tox: qHTS Screen for Compounds that Selectively Target Cancer Cells with p53 Mutations: Cytotoxicity of p53ts Cells at the Permissive Temperature. H1299-p53A138V at 32C, ATP luminescence viability, 24 h. Potency, µM (series often up to 46.1 µM), for inactives: at the highest dose activity change, negative = cytotoxicity, usual class: cytotoxic. 130,000 tested, 0.93% active;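 also: 0% = DMSO and -100% = full killing by reference compound; nearly all actives have a fitted effect of over 55% in size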
#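 H1299-p53 A138V cells (temperature-sensitive p53) exposed 24 h to up to 46 uM compound at 32C, where p53 is wild-type in conformation. Viability read as ATP luminescence and normalised to DMSO and 100 uM tamoxifen. AC50 fitted with the Hill equation.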
# IkB sig inh: IkB Signaling; ABC-DLBCL IkBa-CBG/CBR dual luciferase ratio, 4 h; response scale: scaled: untreated 0%, proteasome inhibitor 100%; Potency, µM (doses to about 57.1 µM), for the others: at the highest dose IkBa stabilization activation; 110,000 tested, 0.04% active; AID 445, 2006; active = well fitted curve in the direction sought with a large enough effect in the signal ratio, not every such curve was filed as active; inconclusive = small, poorly fitted or top-dose-only effect, or a change in a side signal; the % refers to the signal ratio;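 also: the direction sought is a rising ratio; 0% = basal untreated cells and 100% = reference inhibitor full response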
#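 Curves were fitted separately to fusion (green), unfused (red) and ratio luminescence, then classed by r2, magnitude and activity. Cells: OCI-Ly3, 4 h compound plus doxycycline at 37C; 10 uM MG-132 defined full response.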
# An asterisk follows results filed as active; ? = inconclusive; / = no result given; [ ] = remark or other dose. Unless noted, calls follow the shape of the dose curve; as a rule, active = well fitted curve in the direction sought with a large enough effect; inconclusive = small, poorly fitted or top-dose-only effect, or another doubt; inactive = no such curve, though single readings can be large; an effect the other way counts as inactive or inconclusive. Unless noted, % is scaled to controls: 0 for no effect and ±100 for the full control effect; potency is read from the fitted curve at half-maximal effect.
# Each structure is followed by: p53ts 39C tox	Peg3 imprint	p53ts 32C tox	IkB sig inh
1: CCOc1ccc(CCNc2ncnc3onc(-c4ccc(Cl)cc4)c23)cc1OCC
    -9%	-17%[10.9 µM]	4%	?
2: COC(=O)COc1ccc(S(=O)(=O)NCc2cccnc2)cc1C
    8%	-13%	1%	2.2%
3: Cn1cnc2c(NC3CCCC3)ncnc21
    -10%	-9%	-13%	-2.7%
4: O=C(NC1(C(F)(F)F)C(=O)Nc2c1c(=O)[nH]c(=O)n2Cc1ccco1)C1CC1 (stereo unspecified)
    -13%	0%	-4%	0.1%
5: COc1ccc(-n2ncc3c(NCCCOC(C)C)ncnc32)cc1
    ?	-4%[10.9 µM]	-7%	?
6: C/C(N)=C(/C#N)C(=O)CSc1nnc(SCc2ccc(Cl)cc2)s1
    -14%	-12%	-9%	?
7: COC(=O)C(CCSC)NC(=O)CNC(=O)C1CCCCC1 (stereo unspecified)
    -24%	18%	-21%	-1.2%
8: Cc1cccc(C(=O)NCc2cn3cccc(C)c3n2)c1
    29%	10%[10.9 µM]	-6%	0.7%
9: CN(C)Cc1ccccc1-c1cncnc1NC1CC1
    12%	1%	10%	-0.1%[11.4 µM]
10: Cc1[nH]nc2c1C1(C(=O)N(Cc3ccc(Cl)cc3)c3ccccc31)C(C#N)=C(N)O2 (stereo unspecified)
    13%	-22%	28%	6.8%
11: Cc1cc(C(=O)C(=O)Nc2nnc(C(C)C)s2)c(C)n1-c1ccccc1
    18%	-17%[10.9 µM]	-8%	?
12: O=C(Nc1cc2c(cc1C(=O)c1ccccc1Cl)OCCO2)c1ccccc1
    9%	-7%[10.9 µM]	6%	8.1%
13: Cc1ccc2c(c1)cc1c(=O)n(CC(=O)NCc3ccco3)nc(C)n12
    -6%	8%[10.9 µM]	4%	0.4%
14: O=C(NCc1ccccn1)[C@H]1C[C@@H]1[C@H](NP(=O)(c1ccccc1)c1ccccc1)c1ccccc1
    6%	0%	16%	/
15: Cc1ccc(NC(=O)CCn2c(=O)c3cccn3c3ccccc32)cc1C
    -20%	-17%[10.9 µM]	20%	?
16: CSc1ncnc2c1ncn2[C@@H]1O[C@@H](CO)[C@H](O)O[C@@H]1O
    ?	-6%[10.9 µM]	?	9.1%[11.4 µM]
17: Cc1ccc(CN2CCc3nc(N4CCN(c5ccccc5F)CC4)ncc3C2)cc1C
    -20%	-13%[10.9 µM]	0%	?
18: Cc1cccc(-c2nc3c4ccccc4n(CC(=O)Nc4cc(F)ccc4F)c(=O)n3n2)c1
    -11%	20%[10.9 µM]	-4%	-2.0%
19: CCOC(=O)C1CCCN(Cc2nc(N)nc(Nc3ccc(C)cc3)n2)C1 (stereo unspecified)
    9%	-12%	-6%	-1.3%
20: COc1ccc2c(c1)c1nnc(SCC(=O)N3C(C)CCCC3C)nc1n2C (stereo unspecified)
    -18%	-4%	-19%	0.3%
21: CCOc1ccc(OC(=O)c2cccnc2)cc1
    2%	0%	-7%	0.5%
22: CC(=O)OC[C@@H]1O[C@@H](O/N=C2/C[C@@H](O)[C@@H](O)[C@@H]3[C@@H]4C(=O)N(Cc5ccc6c(c5)OCO6)C(=O)[C@H]4CC[C@@H]23)[C@H](OC(C)=O)[C@H](OC(C)=O)[C@@H]1OC(C)=O
    -1%[9.22 µM]	/	0%[9.22 µM]	/
23: CC(=O)O[C@H]1CC[C@@]2(C)C(=CC[C@@H]3[C@H]4CC[C@@H]([C@H](C)C(=O)O)[C@]4(C)CC[C@H]32)C1
    11%[9.22 µM]	-9%[10.9 µM]	11%[9.22 µM]	1.0%[11.4 µM]
24: CCc1nnc(SCc2cccc(F)c2)c2cc3sc(C)cc3n12
    -12%	-5%[10.9 µM]	3%	?
25: Cc1ccc(-n2c(Cc3cccn3C)nnc2SCC(=O)NCc2ccc3c(c2)OCO3)cc1
    3%	-27%	4%	0.9%
26: COc1cccc(C2CC(c3ccc(F)cc3)Nc3nc(N)nn32)c1 (stereo unspecified)
    1%	-2%	11%	0.3%
27: CCCCOc1ccccc1Cn1c(=O)sc2ccccc21
    -5%	-5%[10.9 µM]	-7%	?
28: O=C(C1CCC1)N1CCc2cc(S(=O)(=O)NCCc3ccccc3)ccc21
    10%	-11%[10.9 µM]	-4%	-3.3%
29: Cc1ccc2occ(CC(=O)N(Cc3ccc(Cl)cc3)Cc3ccco3)c2c1
    -5%	-13%[10.9 µM]	0%	2.6%
30: COc1ccc(C2C(C(=O)N3CCOCC3)c3ccccc3C(=O)N2c2ccc(OC)cc2)cc1 (stereo unspecified)
    -9%	-6%	-4%	0.1%

# Quoted from the listing:
# Peg3 imprint with `CSc1ncnc2c1ncn2[C@@H]1O[C@@H](CO)[C@H](O)O[C@@H]1O` reads -6%[10.9 µM]
# Peg3 imprint with `COC(=O)C(CCSC)NC(=O)CNC(=O)C1CCCCC1` (stereo unspecified) reads 18%

# Back to the main list, starting 4 compounds before the break.
# Each structure is followed by: p53ts 39C tox	Peg3 imprint	p53ts 32C tox	IkB sig inh
27: CCCCOc1ccccc1Cn1c(=O)sc2ccccc21
    -5%	-5%[10.9 µM]	-7%	?
28: O=C(C1CCC1)N1CCc2cc(S(=O)(=O)NCCc3ccccc3)ccc21
    10%	-11%[10.9 µM]	-4%	-3.3%
29: Cc1ccc2occ(CC(=O)N(Cc3ccc(Cl)cc3)Cc3ccco3)c2c1
    -5%	-13%[10.9 µM]	0%	2.6%
30: COc1ccc(C2C(C(=O)N3CCOCC3)c3ccccc3C(=O)N2c2ccc(OC)cc2)cc1 (stereo unspecified)
    -9%	-6%	-4%	0.1%
31: Cc1cc(NC(=O)CCS(=O)(=O)c2nc(-c3ccccc3)cc(C(F)(F)F)n2)no1
    ?	-29%	?	?
32: CCSc1nc(N2CCOCC2)c2ccccc2n1
    -4%	-4%	12%	-2.8%
33: O=C(Nc1ccc(N2CCOCC2)cc1)c1ccc2nc(-c3ccco3)c(-c3ccco3)nc2c1
    6%	-12%	7%	0.5%
34: O=C(CN1C(=O)c2ccccc2S1(=O)=O)NC1CCCCCC1
    -4%	8%	-5%	-3.5%
35: Cc1ccc(Cl)cc1-n1c(=O)cc(N2CCN(c3ccc(F)cc3)CC2)[nH]c1=O
    -7%	-7%[10.9 µM]	-7%	?
36: CCc1ccc(N2CC34C=CC(O3)C(C(=O)OC)C4C2=O)cc1 (stereo unspecified)
    -4%	-7%	-12%	-1.6%
37: CC(=O)c1ccc(NC(=O)CSc2nc(=O)n(Cc3ccncc3)c3c2CCC3)cc1
    -3%	-9%[10.9 µM]	-4%	-0.2%
38: Cc1cnc(C(=O)Nc2ccc(N3CCOCC3)cc2)cn1
    -19%	-9%	-9%	1.8%
39: Cc1nn(Cc2ccccc2)c(N)c1C#N
    7%	-4%	7%	2.8%
40: CCCCNC(=O)CN1C(=O)c2c(c3ccccc3n2C)C1c1ccc(OC)cc1 (stereo unspecified)
    -12%	-4%[10.9 µM]	6%	0.6%
41: O=C(c1ccco1)N1CCN(C(=O)C(Sc2ccccc2)c2ccccc2)CC1 (stereo unspecified)
    3%	-30%	6%	?
42: CSc1nc(Cl)c(Cc2ccc(OC(C)C)cc2)c(N(C)C)n1
    ?	/	?	/
43: COc1ccc(CCNC(=O)c2nn(C)cc2Cl)cc1
    -16%	-18%	-21%	4.0%
44: O=C(CSc1nnc(-c2cccnc2)n1Cc1ccco1)c1ccc(Cl)cc1
    1%	-13%	1%	-1.0%
45: c1ccc(Nc2cc(-c3ccoc3)ncn2)cc1
    ?	-9%	-2%	-0.8%[11.4 µM]
46: CCCCCCc1ccc(OCC(=O)O)cc1OCC(=O)O
    1%	-2%	1%	2.3%
47: COc1ccc(S(=O)(=O)N(C)CC(=O)Nc2ccc3c(c2)OCO3)cc1OC
    -6%	1%	1%	-1.2%
48: O=C(OCC(=O)N1CCN(C(=O)c2ccco2)CC1)c1sc2cc(F)ccc2c1Cl
    13%	-7%	2%	0.4%
49: CC(=O)N1CCN(c2ccc(Nc3nc(C)nc4c3oc3ccccc34)cc2)CC1
    14%	-17%	-17%	?
50: CCOC(=O)c1cc2c(=O)n3cccc(C)c3nc2n(CCCOC)c1=NC(=O)c1cccnc1
    3%	/	5%	/
51: CC(C)c1ccc(S(=O)(=O)c2n[nH]n3c2nc(=O)c2ccccc23)cc1
    3%	-4%	-14%	4.1%
52: Cc1cccc(-c2cc3nc(-c4ccccc4)cc(N4CCC5(CC4)OCCO5)n3n2)c1
    30%	/	-1%	/
53: O=C1N=C(N2CCCCC2)SC1=C1CCCC1
    -12%	-52%[inhibitor]	-16%	-0.5%
54: Cc1ccc2c(=O)c(C(=O)c3ccc(Cl)cc3)cn(CC(=O)NC3CCCCC3)c2n1
    -6%	14%[10.9 µM]	3%	?
55: CCCCCOc1ccc(N2C(=O)C3C4C=CC(C3C2=O)N(C)C4=O)cc1 (stereo unspecified)
    -7%	/	6%	/
56: CCc1ccc(C2=C(C)C(N3CCC(C(=O)NCc4ccc(C)o4)CC3)=NS2(=O)=O)cc1
    -20%	7%[10.9 µM]	-3%	1.9%
57: O=c1cnc2cnc(N3CCNCC3)nc2n1CCc1ccccc1
    -1%	/	-10%	-0.4%[11.4 µM]
58: COc1cc(NS(=O)(=O)c2ccc(F)cc2)c(C(=O)O)cc1OC
    13%	-7%	21%	0.8%
59: O=C(c1cc2ccccc2oc1=O)N1CCN(c2ccc(N3CCOCC3)nn2)CC1
    ?	0%	?	-0.2%
60: CC(C)CC(=O)Nc1cccc2c1C(=O)N(c1ccccc1)C2=O
    6%	/	8%	/

# The list continues:
# Each structure is followed by: p53ts 39C tox	Peg3 imprint	p53ts 32C tox	IkB sig inh
61: COc1ccc(Oc2ncc3ncc(=O)n(C[C@H]4CCCO4)c3n2)cc1
    10%	/	7%	-5.0%[11.4 µM]
62: COc1ccc(C)cc1S(=O)(=O)N(C)CC(=O)Nc1ccccc1
    3%	3%	-7%	-2.7%
63: Cc1csc(NC(=O)CSc2nnc(Cc3cccn3C)n2CCc2ccccc2)n1
    8%	2%	13%	?
64: Cc1ccc(C(C)C)c(OCC(=O)Nc2c(C(=O)c3ccccc3)oc3ccccc23)c1
    17%	14%[10.9 µM]	-4%	-3.4%
65: COc1ccc([C@@H]2[C@H]3CN(C(C)=O)CC=C3C(C#N)=C(N)C2(C#N)C#N)c2ccccc12
    2%	-2%	3%	8.7%
66: Cn1c(Cn2cnc3ccccc32)nnc1SCc1ccccc1
    -7%	-14%	-6%	1.8%
67: O=C(O)CSCc1nc2ccccc2s1
    -3%	-12%	-1%	-5.1%
68: CCN(CC)C(=O)c1sc2c(c1C)c(=O)n(-c1ccc(C)c(C)c1)c(=O)n2CC(=O)Nc1ccc(OC)cc1OC
    -9%	-12%[10.9 µM]	18%	1.0%
69: Nc1ccc(N=Nc2ccccc2)c(N)c1
    ?	-57%[inhibitor]	6%[1.84 µM]	-0.4%
70: CCCOc1ccc(-c2cccc(NS(=O)(=O)c3cccs3)c2)nn1
    7%	-13%[10.9 µM]	-14%	-0.8%
71: CCCOC(=O)c1ccc(OCC(O)CN2CCN(C(=O)c3ccccc3)CC2)cc1 (stereo unspecified)
    -7%	-17%	-16%	0.9%
72: O=c1c2ccccc2sn1-c1ccc(S(=O)(=O)N2CCCCC2)cc1
    2%	-34%[inhibitor]	6%	0.6%
73: COc1ccc(NC(=O)Cn2c(=O)n(-c3ccc(C)c(C)c3)c(=O)c3c4c(sc32)CCCCC4)cc1Cl
    1%	13%[10.9 µM]	9%	-0.5%
74: O=C(NC1CCCc2ccccc21)C1CCC(CNc2c(N3CCOCC3)c(=O)c2=O)CC1 (stereo unspecified)
    -6%	-6%	5%	0.3%
75: CC(OCc1ccccc1)C(NC(=O)OC(C)(C)C)C(=O)NCC1CCCO1 (stereo unspecified)
    3%	-6%	5%	0.3%
76: CCOC(=O)Cn1c(=O)n(-c2ccccc2OC)c2nc(-c3ccccc3C)nc(C(N)=O)c21
    -7%	-10%[10.9 µM]	-16%	0.9%
77: O=C(Cn1ncc2c3ccccc3n(Cc3cccc(Cl)c3)c2c1=O)NC1CCCCCC1
    -10%	?	6%	?
78: COc1cc(C(=O)NCc2nnc(SCC(=O)NCc3ccccc3)o2)cc(OC)c1OC
    0%	-3%	10%	-0.2%
79: Cc1nn(S(=O)(=O)c2ccc(F)cc2)c(C)c1S(=O)(=O)N1CCC(C)CC1
    -21%	-3%[10.9 µM]	-10%	-0.3%
